GIRK2 activator: activators of NPY4-receptor-primed GIRK2 channels, summary, cell-based, HEK293, thallium flux; HEK293 GIRK2/NPY4 cells, thallium flux fluorescence; activation (% efficacy), % for hits at 37.5 µM; G protein-activated inward rectifier potassium channel 2 (Homo sapiens), P48051; 34,000 tested, under 10 active; AID 1259324, 2017;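 active = primary screen hit, no activity in plain HEK293 cells, and in GIRK2-only cells above 5% efficacy rising with concentration; inactive = the rest, including fluorescent compounds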;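 note: efficacy is normalized control-subtracted fluorescence 15 s after thallium addition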
Calls only; i = inactive. This is a subset (hit frequency here may not be typical).

SMILES | GIRK2 activator
O=C(Nc1cccc(N2CCCCC2=O)c1)OCc1ccccc1 | i
Cc1cccn2cc(-c3ccc(NC(=O)c4ncccn4)cc3)nc12 | i
O=C(c1ccc(Cl)s1)N1CC(c2nc(-c3cccc(C(F)(F)F)c3)no2)C1 | i
Cc1c(Cl)cccc1S(=O)(=O)Nc1ccccc1N1CCNC(=O)C1 | i
CC1CCN(S(=O)(=O)c2ccc3nn(Cc4c(F)cccc4Cl)c(=O)n3c2)CC1 | i
CC(C)COc1ccc(S(=O)(=O)N2CCOC(c3ccccc3)C2)cc1 (stereo not drawn) | i
O=C(Nc1ccc(-n2cnnn2)cc1)C1CC(=O)N(c2ccccc2)C1 (stereo not drawn) | i
O=C(NCCc1ccc(F)cc1)C(=O)Nc1cccc(N2CCCC2=O)c1 | i

2 neighbouring compounds from above, quoted:
SMILES | GIRK2 activator
O=C(Nc1ccc(-n2cnnn2)cc1)C1CC(=O)N(c2ccccc2)C1 (stereo not drawn) | i
O=C(NCCc1ccc(F)cc1)C(=O)Nc1cccc(N2CCCC2=O)c1 | i

Some of the entries so far, as labelled records:
O=C(Nc1ccc(-n2cnnn2)cc1)C1CC(=O)N(c2ccccc2)C1 (stereo not drawn)
  GIRK2 activator = i

O=C(NCCc1ccc(F)cc1)C(=O)Nc1cccc(N2CCCC2=O)c1
  GIRK2 activator = i

Screening results as filed in PubChem.
